# Tb PYK inh: inhibitors of Trypanosoma brucei pyruvate kinase; 410,000 compounds, 0.12% hits; TbPYK enzyme, Kinase-Glo Plus ATP luminescence, 45 min; Potency, µM (titrated, usually from 76.8 µM), without a hit: at the top dose activity, negative = inhibition, hits mostly inhibitors; Q57TT1; also: nearly all actives have a fitted effect of over 50% in size
#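 Luminescent Kinase-Glo Plus end-point after 45 min room-temperature reaction of T. brucei pyruvate kinase started with 130 uM ADP (final). Buffer TEA 50 mM pH 7.2 with KCl, MgCl2, BSA, Tween-20; titration-based qHTS with fitted concentration-effect curves.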
# Pf growth 48h: inhibits P. falciparum growth in the first generation, 48 h. P. falciparum luciferase growth in erythrocytes, 48 h. Potency, µM (top dose mostly 28.7 µM), for the others: at the highest dose activity change, negative = inhibition, usual class: inhibitors. 310,000 compounds, 5.9% hits. AID 504832
#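 Luciferase-expressing parasites in RBCs, 2% Hct / 0.1% parasitemia final; RPMI 1640 + 0.5% Albumax; 37 C, 5% CO2, one generation; luminescence read-out, lower signal = inhibition.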
# Pf growth 96h: P. falciparum growth inhibition at 96 hour, primary screen for plastid delayed-death inhibitors; P. falciparum luciferase reporter growth, 96 h; Potency, µM (highest dose often 28.7 µM), without a hit: top-dose activity change, negative = inhibition, most hits filed as inhibitors; AID 504834; 320,000 compounds, 6.9% hits
#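 Erythrocytes infected with luciferase-expressing P. falciparum were dispensed at 2% hematocrit and 0.05% parasitemia (final), then incubated with compounds 96 hours at 37 C in 5% CO2. Luminescence after detection reagent addition reported growth.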
# LmPK inh: inhibitors of Leishmania mexicana pyruvate kinase; Q27686; purified LmPK, Kinase-Glo ATP luminescence, 1 h; Potency, µM (series often up to 57.5 µM), inactives show top-dose activity change, negative = inhibition, usual class: inhibitors; 290,000 compounds, 0.37% hits
# Target sequence (Q27686 whole entry, looked up): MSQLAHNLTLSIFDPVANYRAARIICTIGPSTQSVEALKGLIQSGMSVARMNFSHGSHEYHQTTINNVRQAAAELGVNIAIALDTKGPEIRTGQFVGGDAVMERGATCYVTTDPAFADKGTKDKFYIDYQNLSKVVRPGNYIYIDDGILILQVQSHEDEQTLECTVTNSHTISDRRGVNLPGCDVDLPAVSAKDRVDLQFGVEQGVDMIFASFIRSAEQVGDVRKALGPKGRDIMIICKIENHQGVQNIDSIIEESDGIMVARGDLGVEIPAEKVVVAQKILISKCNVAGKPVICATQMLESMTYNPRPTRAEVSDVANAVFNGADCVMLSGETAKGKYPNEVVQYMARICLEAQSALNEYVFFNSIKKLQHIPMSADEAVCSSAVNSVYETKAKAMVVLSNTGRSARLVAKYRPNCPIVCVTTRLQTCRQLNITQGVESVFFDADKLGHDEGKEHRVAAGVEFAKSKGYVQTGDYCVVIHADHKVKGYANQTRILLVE
#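 qHTS format; LmPK 0.1 nM; substrates PEP 0.5 mM and ADP 0.1 mM. One-hour room-temperature incubation, then coupled luciferase luminescence; 0.5 nM enzyme wells mark activation.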
# Sm TGR inh: blocks Schistosoma mansoni thioredoxin glutathione reductase; Q962Y6; Potency, µM (top dose mostly 114 µM), without a hit: at the top dose activity change, negative = inhibition, actives largely listed as inhibitors; 360,000 compounds, 3% hits; purified TGR, DTNB reduction, TNB absorbance 405 nm; also: nearly all actives have a fitted effect of over 60% in size
#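 TGR 20 nM + NADPH 100 uM (dispensed conc.), cpd preinc 15 min RT; start with NADPH (500 uM addition) then DTNB (15 mM addition). Kinetic TNB absorbance, 405 nm filter. Four-parameter Hill fit across titration.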
# HCV inhibitor: HCV inhibition. Huh7.5.1 HCVcc-Cre infection, luciferase reporter, 44 h. Potency, µM (series often up to 41.8 µM), for the others: top-dose activity change, negative = inhibition, actives largely listed as inhibitors. 340,000 compounds, 3.4% hits
#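 Compounds are dispensed onto cells plated 4 h earlier at 1,000 per well, with HCVcc-Cre virus (about 0.5 moi) added next. Following 44 h of culture, luminescent signal is measured for 15 sec after 15 min with substrate at room temperature.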
# Starred values were filed as active, the others as inactive; u = inconclusive; x = not tested or not shown; & = joins results of further samples; [ ] = dose if it differs, or a comment. Calls follow the shape of the dose curve; as a rule, active = well fitted curve in the direction sought with a large enough effect; inconclusive = small, poorly fitted or top-dose-only effect, or another doubt; inactive = no such curve, though single readings can be large; an effect the other way counts as inactive or inconclusive. % is scaled to controls: 0 for no effect and ±100 for the full control effect; potency is read from the fitted curve at half-maximal effect.
SMILES,Tb PYK inh,Pf growth 48h,Pf growth 96h,LmPK inh,Sm TGR inh,HCV inhibitor
CCc1ccc(NC(=S)NCC2CCCN2CC)cc1 (stereo unspecified),-5%,8%,u,-1%[11.5 µM],1%,u
CCOC(=O)c1ccc(NC(=S)NCc2ccc(S(N)(=O)=O)cc2)cc1,0%,-24%,u,-2%,u,4%
O=c1[nH][nH]cc1C=NCc1cccnc1,3%,-5%,1%,-2%,0%,7%
CC(=O)Nc1ccc(C(c2c(O)c3ccccc3oc2=O)c2c(C)n(C)n(-c3ccccc3)c2=O)cc1 (stereo unspecified),-4%,1%,-22%,2%,1%,-2%
CC(C)(C)C(=O)Nc1cccc(C(=O)c2cccc(NC(=O)C(C)(C)C)c2)c1,1%,x,u,7%,2%,0%
C=CCn1c(SCc2nc3ccccc3[nH]2)nnc1-c1ccc(OC)cc1,-18%,-4%,u,1%,9%,-15%
Nc1nc2n(n1)C(c1cccs1)CC(c1ccccc1)N2 (stereo unspecified),-4%,3%,u,-4%,17%,11%
CCOC(=O)N1CCN(C(=O)CSc2ccc(C(=O)OC)cc2[N+](=O)[O-])CC1,-1%,-19%,4.7µM*,2%,2%,-9%
O=C(CN(Cc1ccc2c(c1)OCO2)C(=O)CSc1nc2ccccc2o1)NC1CCCCC1,0%,-4%,u,1%,-8%,-5%
COc1cccc(NC(=O)CN(C)C(C)C(=O)Nc2ccc(S(=O)(=O)N3CCCC3)cc2)c1 (stereo unspecified),-1%,9.3µM*,4.7µM*,6%,8%,-12%
O=C1c2ccccc2C(Nc2ccc(Cl)cc2)N1CCN1CCOCC1 (stereo unspecified),-16%,x,u,3%,u,-6%
COC(=O)C1=C(c2ccc(OC)c(OC)c2)C[C@@H]2CC[C@H]1N2C(=O)NCc1ccco1,-1%,9%,u,x,u,-19%
O=C1c2cccnc2C(=O)N1Cc1ccc(F)cc1,6%,-9%,x,1%,4%,28%
CC(=O)Nc1ccc(S(=O)(=O)N(C)CC(=O)OCC(=O)NC(C)C23CC4CC(CC(C4)C2)C3)cc1 (stereo unspecified),3%,7%,40%[activator],0%,-3%,14%
COc1cccc(C(=O)/C=C/Nc2ccc(S(=O)(=O)Nc3nc(C)cc(C)n3)cc2)c1,-9%,-2%,2.1µM*,1%,7%,0%
Cc1cc(C(=O)OCC(=O)Nc2cc(S(=O)(=O)N(C)C)ccc2Cl)c2ccccc2n1,-2%,12%,15%,0%,-5%,12%
O=c1oc(/C=C/c2ccco2)nc2sc3c(c12)CCC3,-17%,8%,52%,-2%,-36%,12%
CN(Cc1cn(C)nc1-c1ccccc1F)Cc1nccn1C,0%,-11%,u,6%,x,7%
COc1ccc(Cl)cc1C(=O)NCc1ccco1,7%,u,4%,1%,45µM*,u
Cn1ccnc1SCC(=O)Nc1ccc(Oc2ccccc2)cc1,-14%,25%,66%[activator],-8%,0%,6%
CC(=O)Nc1ccc(NC(=O)c2ccccc2-n2cnnn2)cc1,-13%,35%[activator],9%,x,0%,9%
Cc1ccc(OCc2ccc(C(=O)Nc3nccs3)o2)cc1C,-2%,-12%,0%,7%,2%,-23%
FC(F)(F)c1nnc(-c2ccccc2)nc1Sc1ccccc1,2%,u,13µM*,-1%,u,u
Cc1ccc2cc(C#N)c(SCC(=O)NCC3CCCO3)nc2c1 (stereo unspecified),-1%,17%,3%,4%,-24%,13%
COc1cc(N)c(Cl)cc1C(=O)N[C@@H]1CN2CCC1CC2,4%,-7%,4%,x,x,x
Cc1ccc(NC(=O)COC(=O)C2CCC(=O)N2)c(S(=O)(=O)N2CCOCC2)c1 (stereo unspecified),-4%,8%,x,-1%,0%,14%
O=C(CSc1ncn[nH]1)NCCc1ccc(Cl)cc1Cl,-4%,20%,10%,1%,5%,0%
O=C1CC(N(Cc2ccco2)C(=O)Nc2ccc(F)cc2)C(=O)N1c1ccc(F)cc1 (stereo unspecified),-4%,u,u,6%,u,6%
CC1(C)Cc2cccc(OCC(=O)Nc3ccc(OCC(N)=O)cc3)c2O1,1%,-10%,51%[activator],-1%,1%,-13%
COc1ccc(-n2c(SCC(=O)NCC3CCCO3)nc3c(c2=O)SCC3)cc1 (stereo unspecified),5%,9%,17%,0%,-22%,27%
COc1ccc(-c2nnn(CC(=O)N(CCCO)C(C(=O)NC3CCCC3)c3ccc(F)cc3)n2)cc1 (stereo unspecified),-2%,-21%,35%[activator],0%,-10%,-2%
COc1cc(C(=O)NCc2ccc(S(N)(=O)=O)cc2)ccc1OCC(=O)Nc1cccc(C(F)(F)F)c1,1%,10%,-17%,x,-3%,u
COc1cccc(/C=N/NC(=S)NC2CC3CC2C2C=CCC32)c1O (stereo unspecified),-3%,2.3µM*,1.3µM*,-18%,-2%,5%
CCn1cc(S(=O)(=O)CC(=O)Nc2ccc3c(c2)OCO3)c2ccccc21,2%,u,-17%,1%,-29%,-9%
Cc1nc2ccc(S(=O)(=O)NCC(=O)N(C)Cc3ccccc3)cc2s1,3%,u,16%,-3%,-4%,6%
Cc1nc2c(cc(Oc3ccc(S(=O)(=O)N4CCOCC4)cn3)c3ccsc32)s1,-8%,u,u,-11%,-15%,u
CC(=O)OC1COC(OC2C(O)C(C)OC(OC3C(OC4CCC5(C)C(CCC6(C)C5CC=C5C7CC(C)(C)CCC7(C(=O)O)CCC56C)C4(C)CO)OCC(O)C3O)C2O)C(O)C1OC(C)=O (stereo unspecified),x,-12%,3%,0%,-6%,x
COc1ccc(CCN(Cc2cc3cccc(C)c3[nH]c2=O)C(=O)N2CCCC2)cc1OC,0%,8.3µM*,7%,-11%,-6%,9%&-24%
COc1ccccc1CCC(=O)Nc1cccc(S(=O)(=O)N2CCCC2)c1,4%,u,u,-7%,-12%,-28%
O=C(NCCCN1CCCC1)C1CCN(C(=O)c2cc3sccc3n2Cc2ccc(F)cc2)CC1,6%,x,10µM*,2%,2%,25µM*

# Some entries already given, showing only LmPK inh and Tb PYK inh:
Structure	LmPK inh	Tb PYK inh
CC(=O)OC1COC(OC2C(O)C(C)OC(OC3C(OC4CCC5(C)C(CCC6(C)C5CC=C5C7CC(C)(C)CCC7(C(=O)O)CCC56C)C4(C)CO)OCC(O)C3O)C2O)C(O)C1OC(C)=O (stereo unspecified)	0%	x
Cc1nc2c(cc(Oc3ccc(S(=O)(=O)N4CCOCC4)cn3)c3ccsc32)s1	-11%	-8%
COc1cccc(/C=N/NC(=S)NC2CC3CC2C2C=CCC32)c1O (stereo unspecified)	-18%	-3%
Cc1nc2ccc(S(=O)(=O)NCC(=O)N(C)Cc3ccccc3)cc2s1	-3%	3%
COc1ccccc1CCC(=O)Nc1cccc(S(=O)(=O)N2CCCC2)c1	-7%	4%

# Record cards, from the list above. Values in the order: Tb PYK inh | Pf growth 48h | Pf growth 96h | LmPK inh | Sm TGR inh | HCV inhibitor
# Listed for `COc1ccc(-c2nnn(CC(=O)N(CCCO)C(C(=O)NC3CCCC3)c3ccc(F)cc3)n2)cc1` (stereo unspecified) = -2% | -21% | 35%[activator] | 0% | -10% | -2%
# Listed for `Cc1nc2ccc(S(=O)(=O)NCC(=O)N(C)Cc3ccccc3)cc2s1` = 3% | u | 16% | -3% | -4% | 6%
# Listed for `COc1ccc(CCN(Cc2cc3cccc(C)c3[nH]c2=O)C(=O)N2CCCC2)cc1OC` = 0% | 8.3µM* | 7% | -11% | -6% | 9%&-24%

# As a working copy, 2 of the compounds above:
SMILES,Tb PYK inh,Pf growth 48h,Pf growth 96h,LmPK inh,Sm TGR inh,HCV inhibitor
COc1ccc(-c2nnn(CC(=O)N(CCCO)C(C(=O)NC3CCCC3)c3ccc(F)cc3)n2)cc1 (stereo unspecified),-2%,-21%,35%[activator],0%,-10%,-2%
COc1cc(C(=O)NCc2ccc(S(N)(=O)=O)cc2)ccc1OCC(=O)Nc1cccc(C(F)(F)F)c1,1%,10%,-17%,x,-3%,u

# Other records.
SMILES,Tb PYK inh,Pf growth 48h,Pf growth 96h,LmPK inh,Sm TGR inh,HCV inhibitor
COc1ccc(OC)c(CN2CCN(C(=O)CCNC(=O)c3ccc(Br)cc3)CC2)c1,-2%,-6%,0%,x,-10%,-8%
COC(=O)CCC(=O)Nc1ccc(N=Nc2ccccc2)cc1,2%,56%[activator],63%[activator],14%,-4%,-1%
Cc1noc(C)c1COc1cccc(C(=O)OC(C)C#N)c1 (stereo unspecified),-4%,u,42%[activator],7%,6%,-14%
CCOC(=O)C1C(=O)N(C(=O)c2ccc(OC)cc2)CC1c1ccccc1 (stereo unspecified),-8%,23%,x,0%,4%,u
COc1ccc(NC(=O)C2CCN(S(=O)(=O)c3ccc4c(c3)NC(=O)C(C)S4)CC2)cc1 (stereo unspecified),5%,9.3µM*,-13%,1%,-14%,u
COc1ccc(CNC(=O)COC(=O)CC(NC(N)=O)c2ccc(Cl)cc2)cc1OC (stereo unspecified),2%,-24%,15%,x,1%,-6%
Nc1ccc2oc(C3CCCCC3)nc2c1,1%,91%[activator],u,-3%,-5%[57.1 µM],-6%
CC1CN(c2ncnc3c2oc2ccccc23)CC(C)O1 (stereo unspecified),0%,-21%,u,-8%,4%,u
CCOc1ccccc1NC(=O)CN1CCc2ccccc2C1,-1%,u,u,5%,30%,u
COc1ccc(N=C2SC(C(=O)Nc3ccc(C(=O)O)cc3)CC(=O)N2Cc2cccs2)cc1 (stereo unspecified),1%,u,7.4µM*,4%,-3%,22%
CC(NC(=O)Cn1cc(C(F)(F)F)cc(Cl)c1=O)c1ccccc1 (stereo unspecified),-11%,u,u,2%,9%,-8%
S=C(Nc1cccc2ccccc12)NN1CCOCC1,-5%,-10%,u,2%,4%,13%
CCCCSCCCNC(=S)Nc1ccccc1C,3%,u,-7%,6%,5%,-28%
Cc1ccc2c(c1)C(c1ccccc1)N(C(=O)c1ccccc1[N+](=O)[O-])CC(=O)N2 (stereo unspecified),-4%,-33%[0.00184 µM],13%,4%,-2%,u
Cc1cccc(N(CC(=O)NC(C)(C)C)C(=O)CCC(=O)Nc2ccccn2)c1,1%,-18%,u,2%,2%,-20%
COc1ccc(C=O)cc1COc1ccc(F)cc1F,6%,x,11%,0%,4%,2%
Cc1nc(SCC(=O)Nc2ccccc2Cl)oc1C,1%,-30%,46%[activator],0%,2%,-2%
Cc1ccc(-c2csc(NC(=O)C3=NN(c4ccccc4)C(=O)CC3)n2)cc1,-2%,u,u,1%,-7%,u
C=CCn1c(SCC(=O)Nc2ncc(Cc3ccc(Br)cc3)s2)nnc1-c1ccncc1,1%,u,u,1%,-12%,-8%
CCN(c1ccccc1)S(=O)(=O)c1ccc(OC)c(NC(=O)CN2C(=O)NC(C)(C)C2=O)c1,-2%,-13%,-28%,x,3%,-21%
Cc1ccc(CN2CCN(CC(=O)N/N=C/c3ccc(C)o3)CC2)cc1,2%,33%[activator],30%,1%,7%,5%

# Screening results as filed in PubChem BioAssay.
